Source: PubChem BioAssay
Mito fusion act = mitochondrial division inhibition or fusion activation; S. cerevisiae fusion-defective mutant growth rescue, CellTiterGlo 48 h; 0.23% of 320,000 active; Potency, µM (doses to about 46.1 µM), without a hit: at the highest dose growth rescue (activation), usual class: activators;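 further: potency means the concentration at half of the fitted maximal effect; % of control where 0% means no effect; nearly all actives have a fitted effect of over 45% in size; temperature-sensitive fusion mutants such as fzo1-1 at 37 °C on non-fermentable ethanol glycerol medium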
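Growth-rescue viability read-out: after 48 h at the non-permissive 37C in glycerol/ethanol YPEG, yeast mitochondrial fusion mutants are measured by CellTiterGlo luminescence; compounds (23 nl pinned per well) restoring growth score as division inhibitors or fusion activators.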
BCR signal inh = blocks chronic active B-cell receptor signaling | ABC-DLBCL IkBa-CBG/CBR reporter, luminescence ratio, 4 h | Potency, µM (series often up to 46.1 µM), without a hit: at the top dose ratio change, negative = lower green/red ratio, hits mostly inhibitors | 0.05% of 340,000 active | AID 493014; active means well fitted inhibition curve with a large enough effect in the signal ratio, with a control signal flat, not every such curve was filed as active; inconclusive means small, poorly fitted or top-dose-only effect, or effect the other way, or a change in a side signal; the % refers to the signal ratio;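 further: potency means the concentration at half of the fitted maximal effect; plate controls were basal doxycycline-induced cells for no effect and cells given 10 µM MG132 for full effect; MG132 reads +100%, hits lower the ratio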
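TMD8 human ABC-DLBCL cells with doxycycline-inducible IκBα–green luciferase fusion and unfused red luciferase, in 0.5% FBS medium; compounds up to 46 uM, 4 h at 37C. Green/red luminescence ratio, filter-overlap corrected, fitted to concentration-response curves.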
USP2a block = inhibitors of human ubiquitin-specific protease USP2a; USP2 core, Ub-CHOP2 coupled fluorogenic reporter, 485/531; Potency, µM (titrated, usually from 38.3 µM), inactives show top-dose activity change, negative = inhibition, actives largely listed as inhibitors; 0.01% of 330,000 active; O75604; AID 463254;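 further: potency means the concentration at half of the fitted maximal effect; plate controls were DMSO wells for no effect and full inhibition by NEM control for full effect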
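Deubiquitinase activity read as fluorescence (485/531 nm) after Ub-CHOP2 cleavage activates the enterokinase reporter on its substrate; USP2 core 10nM, Ub-CHOP2 and substrate 25nM each, 30min compound preincubation then 60min RT; data normalized to NEM, curves fitted.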
Tb PFK block = blocks T. brucei phosphofructokinase. Potency, µM (top dose mostly 57.5 µM), inactives show top-dose activity, negative = inhibition, usual class: inhibitors. 0.17% of 330,000 active. AID 485367. O15648. T. brucei PFK, ADP-Glo luminescence;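 further: potency means the concentration at half of the fitted maximal effect; 0% = uninhibited 1x PFK enzyme wells and -100% = no-enzyme wells; nearly all actives have a fitted effect of over 60% in size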
Target sequence (O15648 whole entry, looked up): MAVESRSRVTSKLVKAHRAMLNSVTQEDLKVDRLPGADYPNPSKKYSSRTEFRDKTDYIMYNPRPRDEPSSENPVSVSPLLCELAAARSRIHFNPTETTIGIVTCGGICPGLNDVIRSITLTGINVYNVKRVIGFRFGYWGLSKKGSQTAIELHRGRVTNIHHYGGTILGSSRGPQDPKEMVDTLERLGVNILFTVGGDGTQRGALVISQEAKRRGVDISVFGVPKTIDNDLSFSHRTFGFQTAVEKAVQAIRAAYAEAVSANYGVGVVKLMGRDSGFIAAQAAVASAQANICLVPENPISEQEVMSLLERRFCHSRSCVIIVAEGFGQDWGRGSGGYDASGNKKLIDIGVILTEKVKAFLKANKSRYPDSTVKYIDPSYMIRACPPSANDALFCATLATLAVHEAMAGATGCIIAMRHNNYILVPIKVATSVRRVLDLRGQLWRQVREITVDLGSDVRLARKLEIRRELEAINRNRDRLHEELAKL
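Compounds were pin-transferred as a titration series up to 57 uM into substrate buffer (0.5 mM F6P, 0.1 mM ATP, pH 8.0), then 1.25 nM PFK was added and reactions ran 45 min before ADP-Glo detection.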
Eya2 inh = Eya2 (human) phosphatase inhibition | recombinant Eya2, OMFP fluorescence dephosphorylation (OMFP is methylfluorescein phosphate) | Potency, µM (doses to about 76.9 µM), for inactives: at the top dose activity, negative = inhibition, most hits filed as inhibitors | 0.006% of 330,000 active; further: potency means the concentration at half of the fitted maximal effect; on the % scale 0 is the no-effect control and ±100 the full control effect
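Eya2 protein (added as 0.2 uM solution) was preincubated with compound for 10 min at ambient temperature in 50 mM HEPES pH 7.5, 50 mM NaCl, 5 uM MgCl2, 0.05% BSA, 1 mM DTT. OMFP (added at 50 uM) then reacted 10 min; fluorescence read at 485/525 nm.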
B2AR arrestin = recruits beta-arrestin to the human beta2-adrenergic receptor. P07550. AID 492947. 0.02% of 330,000 active. Potency, µM (titrated, usually from 46.1 µM), for inactives: at the top dose activation, usual class: activators. beta-arrestin recruitment to beta2AR, cell-based reporter;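 further: potency means the concentration at half of the fitted maximal effect; 0% = DMSO controls and full agonism = EC100 isoproterenol or metaproterenol; nearly all actives have a fitted effect of over 65% in size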
Target sequence (P07550 whole entry, looked up): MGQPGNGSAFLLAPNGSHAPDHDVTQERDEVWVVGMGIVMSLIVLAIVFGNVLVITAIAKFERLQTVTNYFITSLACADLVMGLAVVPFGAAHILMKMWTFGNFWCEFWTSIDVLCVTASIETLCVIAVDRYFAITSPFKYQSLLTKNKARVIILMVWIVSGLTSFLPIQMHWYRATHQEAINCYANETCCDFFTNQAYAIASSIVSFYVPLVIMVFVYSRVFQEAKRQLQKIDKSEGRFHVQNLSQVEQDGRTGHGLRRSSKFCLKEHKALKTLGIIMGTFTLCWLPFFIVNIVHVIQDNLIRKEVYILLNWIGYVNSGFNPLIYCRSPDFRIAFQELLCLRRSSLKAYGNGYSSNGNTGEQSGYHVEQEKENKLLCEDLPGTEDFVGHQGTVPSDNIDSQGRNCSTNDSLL
TSHR antagonist = antagonists of human thyroid stimulating hormone receptor | P16473 | TSHR-expressing cells, TSH-stimulated cAMP HTRF, 2 h; hits give low values | 0.2% of 330,000 active | AID 504810 | activity change, negative = inhibition, % at 11.5 µM;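 active means activity change below a set negative limit, meaning inhibition stronger than a set level, cut at about -70% in these data; inconclusive means activity change between two set negative limits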; further: on the % scale 0 is the no-effect control and ±100 the full control effect
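Competitive HTRF cAMP read-out (cryptate anti-cAMP antibody, cAMP-d2; 30 min, room temperature) in freshly harvested TSHR cells. Compounds added before TSH at EC80 (4nM final), followed by 2 hours' incubation at 37 deg C.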
uPA surface inh = cell surface uPA generation inhibition. cell surface uPA generation assay, qHTS. Potency, µM (doses to about 38.3 µM), without a hit: top-dose activity change, negative = inhibition, actives largely listed as inhibitors. 0.31% of 330,000 active; active means well fitted inhibition curve with a large enough effect; inconclusive means small, poorly fitted or top-dose-only effect; inactive means no such curve, though single readings can be large or run the other way; tested in mouse RAW 264.7 cells; further: potency means the concentration at half of the fitted maximal effect; on the % scale 0 is the no-effect control and ±100 the full control effect; nearly all actives have a fitted effect of over 55% in size
ELG1 repair inh = ELG1-dependent DNA repair inhibition; Potency, µM (titrated, usually from 46.1 µM), inactives show at the highest dose activity change, negative = inhibition, usual class: inhibitors; AID 504467; HEK293T ELG1-luciferase reporter, luminescence, 16 h; DNA damage induced by 5-fluorouridine; 2.3% of 330,000 active; further: potency means the concentration at half of the fitted maximal effect; on the % scale 0 is the no-effect control and ±100 the full control effect; nearly all actives have a fitted effect of over 55% in size
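Overnight (16 hr) co-exposure of 2,000 cells/well to 5-fluorouridine and compound at 37 °C preceded detection. Luciferase was quantified via ONE-Glo luminescence; loss of signal denotes inhibition.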
TCR activator = activates T cell receptor signaling | primary human leukocytes, anti-CD3, IL-2 HTRF, 48 h | Potency, µM (doses to about 9.22 µM), without a hit: at the top dose activation of IL-2 secretion, most hits filed as activators | 330,000 tested, under 10 active; further: % of control where 0% means no effect
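IL-2 produced over 48 hr by a-CD3 bead-stimulated primary human leukocytes exposed to compounds was detected with a homogeneous time-resolved FRET immunoassay, 665nm acceptor signal after 320nm excitation.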
PTAP TSG101 blk = blocks PTAP/TSG101 interaction to inhibit HIV-1 budding. Potency, µM (top dose mostly 115 µM), without a hit: at the top dose activity change, negative = inhibition, most hits filed as inhibitors. Fluorescence polarization, FITC-PTAP peptide / Tsg101 binding. AID 493005. 340,000 tested, under 10 active. Q99816; active means well fitted inhibition curve with a large enough effect in the main read-out, with a control signal flat, not every such curve was filed as active; inconclusive means small, poorly fitted or top-dose-only effect, or effect the other way, or a change in a side signal; inactive means no such curve, though single readings can be large or run the other way; further: potency means the concentration at half of the fitted maximal effect; % of control where 0% means no effect
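FP read-out: FITC-PTAP peptide, 50 nM final, binding Tsg101 binding domain, 10 uM final; 20 min, r.t.; 10 mM HEPES pH 7.5, 0.15 M NaCl, 0.01% Tween 20, 3 mM EDTA, 0.1 mM TCEP.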
An asterisk follows results filed as active; ? = inconclusive; · = not tested or not shown; [ ] = dose if it differs, or a comment. Unless noted, the call rests on the fitted dose curve; in most records, active means well fitted curve in the direction sought with a large enough effect; inconclusive means small, poorly fitted or top-dose-only effect, or another doubt; inactive means no such curve, though single readings can be large; an effect the other way counts as inactive or inconclusive.

item	Molecule	Mito fusion act	BCR signal inh	USP2a block	Tb PFK block	Eya2 inh	B2AR arrestin
1	CC(=O)/C(N=Nc1ccc(SC(F)F)cc1)=C(\C)O	-2%	?	1%	-1%	1%	-0.2%
2	C/C(=N\OCC(=O)Nn1c(=O)[nH]c2ccccc2c1=O)c1ccccc1	9%	0%	-4%	0%	-4%	-0.4%
3	Cc1nnc(-c2ccc(N3CCOCC3)c([N+](=O)[O-])c2)o1	-4%	-2%	1%	-11%	-2%	0.1%
4	O=C(NCCOc1ccccc1Cl)C(=O)NCCOc1ccccc1Cl	-6%	-1%	-1%	0%	5%	0.0%
5	O=C(C[n+]1ccc2ccccc2c1)c1ccccc1	2%	?	-1%	4%	-19%	11%
6	O=C(CCC(=O)N(CC(=O)NC1CCCCC1)c1ccc(F)cc1)Nc1ccccn1	1%	?	-1%	7%	-1%	0.2%
7	CCOC(=O)C1CCN(C(=O)c2cccc(C(=O)N3CCC(C(=O)OCC)CC3)c2)CC1	-3%	-2%	1%	-1%	14%	0.2%
8	CCOC(=O)C1CCCN(Cc2ccccc2Cl)C1 (configuration not stated)	1%	-3%	3%	1%	-3%	-0.3%

item	TSHR antagonist	uPA surface inh	ELG1 repair inh	TCR activator	PTAP TSG101 blk
1	13	24%	-4%	2%	-9%
2	48	2%	-2%	1%	1%
3	-6	5%	?	-19%	0%
4	-6	10%	-4%	-5%	-4%
5	-8	-4%	?	-2%	0%
6	-6	-8%	9%	2%	-1%
7	-6	-4%	-2%	·	-1%
8	1	1%	-12%	5%	-7%

(listing goes on)
item	Molecule	Mito fusion act	BCR signal inh	USP2a block	Tb PFK block	Eya2 inh	B2AR arrestin
9	CCCCNC(=O)OCC(CC)NC(=O)OC(C)C (configuration not stated)	-5%	7%	2%	-1%	9%	-0.4%
10	C=CCSc1nc(O)c(CC)c(=O)n1C(C)CC (configuration not stated)	6%	14%	-1%	1%	-1%	-1.4%
11	CCCCc1ccc(Nc2nc(N3CCOCC3)nc(N3CCOCC3)n2)cc1	-14%	7%	2%	1%	5%	-0.4%
12	c1csc(C2=Nn3c(nnc3-c3ccncc3)SC2)c1	17%	?	3%	-10%	-1%	-0.1%
13	CC(C)(C)c1cc(CCC(=O)N2CCNCC2)c(C(C)(C)C)cc1O	-2%	?	1%	14%	-21%	-0.3%
14	O=c1c2cn[nH]c2nc(SCc2ccccc2F)n1-c1ccc(Br)cc1	-17%	?	-7%	-3%	0%	?
15	O=C1c2ccccc2NC(c2ccccc2)N1NS(=O)(=O)c1ccccc1 (configuration not stated)	1%	4%	-1%	-7%	-16%	-0.2%
16	Cc1ccc(-c2nnc(N3CCCCC3)c3ccccc23)cc1	20%	0%	2%	-2%	-12%	-0.9%

item	TSHR antagonist	uPA surface inh	ELG1 repair inh	TCR activator	PTAP TSG101 blk
9	-6	-5%	4%	-6%	-2%
10	-2	-6%	-18%	·	·
11	-13	4%	-19%	2%	-5%
12	0	25%	1.1µM*	2%	-6%
13	10	3%	5%	·	-3%
14	-7	-4%	?	4%	0%
15	-9	3%	-8%	-4%	-1%
16	-13	-11%	-30%	-3%	0%

Carrying on:
item	Molecule	Mito fusion act	BCR signal inh	USP2a block	Tb PFK block	Eya2 inh	B2AR arrestin
17	NS(=O)(=O)c1ccc(NC(=S)N2CCCC2)cc1	2%	-8%	5%	1%	2%	-1.2%
18	C/C(=N\O)c1ccc2[nH]ccc2c1	-4%	-17%	2%	0%	4%	-1.6%
19	CSc1nc(NC(C)(C)C)nc(N2CCOCC2)n1	3%	-18%	0%	2%	-32%	-0.3%
20	CCOC(=O)c1c(C)nc2ccc(C)cn12	-3%	-2%	6%	2%	9%	-1.1%
21	Cn1c(SCC(=O)N/N=C/c2ccccn2)nnc1-c1ccccc1	-1%	-1%	3%	-1%	2%	-0.4%
22	CCCN1CCC(=NNC(=O)CSc2cc(C)c(Br)cc2C)CC1	-2%	?	-2%	0%	-27%	-0.2%
23	COc1cccc(CNc2ccc3c(c2)ncn3C(C)C)c1OC	-3%	0%	3%	-1%	10%	0.3%
24	COc1ccccc1CCNC(=O)c1nc(-c2cccs2)no1	16%	-8%	2%	-1%	7%	0.0%

item	TSHR antagonist	uPA surface inh	ELG1 repair inh	TCR activator	PTAP TSG101 blk
17	2	7%	15%	-3%	-5%
18	-11	5%	?	-4%	0%
19	-7	-3%	2%	9%[46.1 µM]	-8%
20	3	-5%	-7%	3%	-4%
21	2	-3%	1%	-1%	-5%
22	37	3%	11%	3%[46.1 µM]	1%
23	13	?	?	-2%	-3%
24	-6	-10%	?	0%	0%

Continued.
item	Molecule	Mito fusion act	BCR signal inh	USP2a block	Tb PFK block	Eya2 inh	B2AR arrestin
25	Clc1ccc(-n2ncc3c(NCc4ccccn4)ncnc32)cc1	-1%	-4%	1%	4%	5%	0.3%
26	CCN(CC)CCCNc1nc(CN2CCOCC2)nc2sc3c(c12)CCC3	-2%	-8%	4%	-7%	0%	-0.2%
27	O=C(NCc1cccnc1)Nc1ccc(Br)cc1	1%	?	0%	-11%	3%	-0.6%
28	Cc1cc(Cl)ccc1OCCCC(=O)NNC(=O)c1ccncc1	-6%	2%	1%	-7%	3%	-0.2%
29	Nc1ccc(O)c(-c2nc3ccccc3s2)c1	-3%	0%	1%	3%	7%	-0.5%
30	C/C(=N\O)C1/C(=N/O)CC2C1C2(C)C (configuration not stated)	3%	4%	0%	-7%	-4%	0.3%
31	COc1ccc(C(C)=O)cc1CSc1nc2ccccc2c(=O)n1-c1ccccc1C	27%	?	5%	0%	0%	0.0%
32	O=C(O)COc1ccc(/C=N/NC(=O)c2cn(-c3ccccc3)nc2-c2ccccc2)cc1	-3%	-2%	-2%	6%	12%	0.6%

item	TSHR antagonist	uPA surface inh	ELG1 repair inh	TCR activator	PTAP TSG101 blk
25	-14	·	-19%	-3%	0%
26	-2	-2%	4%	2%	-3%
27	23	-1%	?	-4%	-12%
28	-2	-10%	21%	3%	-7%
29	0	4%	?	-1%	-8%
30	15	·	14%	-2%	-4%
31	2	6%	-24%	1%[46.1 µM]	-2%
32	-3	-5%	-2%	-84%	-6%

Gathered by group, the compounds so far with an aryl thioether with sulfur outside any ring (seven)
item	Molecule	Mito fusion act	BCR signal inh	USP2a block	Tb PFK block	Eya2 inh	B2AR arrestin
1	CC(=O)/C(N=Nc1ccc(SC(F)F)cc1)=C(\C)O	-2%	?	1%	-1%	1%	-0.2%
10	C=CCSc1nc(O)c(CC)c(=O)n1C(C)CC (configuration not stated)	6%	14%	-1%	1%	-1%	-1.4%
14	O=c1c2cn[nH]c2nc(SCc2ccccc2F)n1-c1ccc(Br)cc1	-17%	?	-7%	-3%	0%	?
19	CSc1nc(NC(C)(C)C)nc(N2CCOCC2)n1	3%	-18%	0%	2%	-32%	-0.3%
21	Cn1c(SCC(=O)N/N=C/c2ccccn2)nnc1-c1ccccc1	-1%	-1%	3%	-1%	2%	-0.4%
22	CCCN1CCC(=NNC(=O)CSc2cc(C)c(Br)cc2C)CC1	-2%	?	-2%	0%	-27%	-0.2%
31	COc1ccc(C(C)=O)cc1CSc1nc2ccccc2c(=O)n1-c1ccccc1C	27%	?	5%	0%	0%	0.0%

item	TSHR antagonist	uPA surface inh	ELG1 repair inh	TCR activator	PTAP TSG101 blk
1	13	24%	-4%	2%	-9%
10	-2	-6%	-18%	·	·
14	-7	-4%	?	4%	0%
19	-7	-3%	2%	9%[46.1 µM]	-8%
21	2	-3%	1%	-1%	-5%
22	37	3%	11%	3%[46.1 µM]	1%
31	2	6%	-24%	1%[46.1 µM]	-2%
